# NOD2 RIPK2 PPI: NOD2-RIPK2 binding disruptors in cells, primary screen, fluorescence, CHO cells, BLA complementation. Receptor-interacting serine/threonine-protein kinase 2 (Homo sapiens), O43353. CCF4 ratio. inhibition, % at 4.98 µM. 360,000 compounds, 0.38% hits; in the data active = inhibition above about 21%;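 note: 0% = vehicle only and 100% = reference blocker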
# SRC1 inh: SRC1 coactivator transcriptional activity inhibitors, primary screen, cell-based, luminescence; inhibition, % at 3.6 µM; HEK293 GAL4-SRC1 luciferase reporter; AID 588354, 2011; 360,000 compounds, 0.12% hits;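 active = inhibition above the campaign mean plus 3 SD, with each screening campaign given its own cutoff, cut at about 60% in these data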;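 note: 0% = DMSO treated cells and 100% = gossypol at 36 µM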
# NR2F2 inh: NR2F2 transcriptional activity inhibitors, primary screen, cell-based, luciferase reporter, HEK293T, luminescence. COUP transcription factor 2 (Homo sapiens), P24468. HEK293T NGFI-A luciferase reporter. inhibition, % at 8.6 µM. 370,000 compounds, 0.7% hits. AID 686940, 2013;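 active = inhibition above a per-plate cutoff, mean inhibition of test wells between control levels plus 3 SD, cut at about 38% in these data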;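 note: cells cotransfected with COUP-TFII expression vector driving the NGFI-A reporter; 0% = median of COUP-TF2 test wells and 100% = reporter-only cells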
# Target sequence (P24468 whole entry, looked up): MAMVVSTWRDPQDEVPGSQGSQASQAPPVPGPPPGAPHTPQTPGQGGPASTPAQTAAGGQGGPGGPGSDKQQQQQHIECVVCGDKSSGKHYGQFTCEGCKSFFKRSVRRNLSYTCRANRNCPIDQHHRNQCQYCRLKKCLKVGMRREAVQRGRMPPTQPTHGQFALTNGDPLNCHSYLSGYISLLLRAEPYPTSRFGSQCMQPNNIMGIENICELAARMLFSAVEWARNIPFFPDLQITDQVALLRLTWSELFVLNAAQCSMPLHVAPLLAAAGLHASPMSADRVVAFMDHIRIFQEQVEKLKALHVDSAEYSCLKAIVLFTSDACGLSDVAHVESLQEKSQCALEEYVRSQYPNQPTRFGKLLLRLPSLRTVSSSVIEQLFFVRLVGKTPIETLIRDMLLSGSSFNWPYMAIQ
# MC4R antagonist: MC4R antagonists of cAMP signaling, primary screen, cell-based, TR-FRET, antagonist arm of biased-ligand search; Melanocortin receptor 4 (Homo sapiens), P32245; MC4R-expressing cells, MTII-stimulated cAMP, LANCE TR-FRET; inhibition, % at 6.5 µM; 360,000 compounds, 0.48% hits; AID 540295, 2011;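 active = inhibition above its plate's cutoff, the mean of tested wells on that plate plus 3 SD, cut at about 29% in these data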;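 note: 0% = Melanotan II alone and 100% = Melanotan II plus saturating MCL0020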
#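 Assay system: U2OS cells stably expressing human melanocortin 4 receptor (MC4R) / Dosing: 6.5 µM / Timing: compound 30 min, challenge 1 h, detection 1 h / Measured by: Eu-cAMP/anti-cAMP TR-FRET, emission 671 nm / Replicates: singlicate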
# MC4R barr agon: MC4R agonists recruiting beta-arrestin, primary screen, cell-based, luminescence, agonist arm of biased-ligand search; 360,000 compounds, 0.98% hits; Melanocortin receptor 4 (Homo sapiens), P32245; activation, % at 8.9 µM; U2OS MC4R beta-arrestin complementation; percent of melanotan II response, DMSO zero;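 active = activation above a per-plate cutoff, the mean activation of sample wells on that plate plus 3 SD, cut at about 8% in these data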
# TLR9-MyD88 block: inhibitors of TLR9-MyD88 association in cells, primary screen, cell-based, CHO, BLA complementation, fluorescence; 340,000 compounds, 0.21% hits; inhibition, % at 4.98 µM; CCF4 FRET ratio;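 active = inhibition above the mean over all tested compounds plus 3 SD, cut at about 21% in these data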;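 note: 0% = DMSO only wells and 100% = clavulanate BLA inhibitor control wells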
# EBV LMP1 NFkB: EBV LMP1-driven NF-kappaB luciferase reporter inhibitors, primary screen, cell-based, luminescence, single point | 350,000 compounds, 0.69% hits | LMP1-induced NF-kappaB luciferase reporter cells | inhibition, % at 12.5 µM | AID 504558, 2011; in the data active = inhibition above about 41%;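 note: 0% = neutral control wells and 100% = reference inhibitor control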
# NCOA2 inhibitor: inhibition of GAL4-SRC2 driven luciferase reporter, primary screen, SRC2 inhibitor project, cell-based, luminescence | HEK293 GAL4-SRC2 luciferase reporter | inhibition, % at 9 µM | 370,000 compounds, 0.17% hits;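 active = inhibition above the mean inhibition of all tested compounds plus 3 SD, set per campaign, cut at about 52% in these data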;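 note: 0% = DMSO treated cells and 100% = cells given Gossypol at 36 µM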
# NR5A2 inv ag: LRH-1 (NR5A2) inverse agonists, primary screen, cell-based, luminescence, HEK293T, StAR-luciferase reporter. 360,000 compounds, 0.13% hits. inhibition, % at 3.6 µM. AID 602396, 2012. LRH-1 transfected, 24 h. Nuclear receptor subfamily 5 group A member 2 (Homo sapiens), O00482;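 active = inhibition above the mean inhibition of all tested compounds plus 3 SD, cut at about 73% in these data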;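 note: 0% = DMSO wells and 100% = reporter-only cells lacking LRH-1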
# Target sequence (O00482 whole entry, looked up): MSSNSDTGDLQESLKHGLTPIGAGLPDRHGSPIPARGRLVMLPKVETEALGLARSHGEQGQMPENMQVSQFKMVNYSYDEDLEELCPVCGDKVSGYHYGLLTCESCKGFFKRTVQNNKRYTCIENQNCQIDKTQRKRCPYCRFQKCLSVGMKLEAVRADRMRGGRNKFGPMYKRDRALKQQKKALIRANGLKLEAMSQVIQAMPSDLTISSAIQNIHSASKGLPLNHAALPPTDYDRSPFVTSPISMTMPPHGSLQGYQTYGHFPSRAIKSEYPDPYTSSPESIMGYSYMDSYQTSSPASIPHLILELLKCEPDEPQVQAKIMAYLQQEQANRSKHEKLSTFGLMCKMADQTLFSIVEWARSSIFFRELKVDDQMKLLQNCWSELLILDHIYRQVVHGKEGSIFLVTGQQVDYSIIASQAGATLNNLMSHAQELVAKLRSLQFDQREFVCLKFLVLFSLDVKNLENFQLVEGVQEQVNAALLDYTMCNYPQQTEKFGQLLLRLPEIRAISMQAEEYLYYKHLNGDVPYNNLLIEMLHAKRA
# ABHD5-PLIN5 inh: ABHD5-PLIN5 interaction inhibitors, primary screen, cell lysate, split luciferase complementation, luminescence | Perilipin-5 (Homo sapiens) + 1-acylglycerol-3-phosphate O-acyltransferase ABHD5 (Homo … | Split G. princeps luciferase complementation, 4 h | 360,000 compounds, 0.78% hits | inhibition, % at 4 µM | AID 602281, 2012;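 active = inhibition above the mean inhibition across every tested compound plus 3 SD, cut at about 22% in these data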;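 note: 0% = DMSO only wells and the 100% control is not disclosed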
# NCOA3 inh: SRC3 coactivator transcriptional activity inhibitors, primary screen, cell-based, luminescence. inhibition, % at 3.6 µM. 360,000 compounds, 0.17% hits. HEK293 GAL4-SRC3 luciferase reporter;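 active = inhibition above a per-campaign cutoff, the mean of all compounds plus 3 SD, cut at about 60% in these data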;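 note: 0% = DMSO-treated cells and 100% = gossypol-treated cells at 36 µM; higher means less SRC3-driven luciferase light from the GAL4 reporter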
# * marks the source's active call; other numbers are inactive results; . = no result given. Only part of the results is shown, so the mix of outcomes need not match the whole.
SMILES,NOD2 RIPK2 PPI,SRC1 inh,NR2F2 inh,MC4R antagonist,MC4R barr agon,TLR9-MyD88 block,EBV LMP1 NFkB,NCOA2 inhibitor,NR5A2 inv ag,ABHD5-PLIN5 inh,NCOA3 inh
O=C(C1COc2ccccc2O1)N1CCN(S(=O)(=O)c2cc(F)ccc2F)CC1 (stereo unspecified),5,-5,2,-2,-1.5,-10,1,1,-12,0,11
O=C(O)[C@H](Cc1ccccc1)NC(=O)C(c1ccccc1)(c1ccccc1)c1ccccc1,4,-18,3,6,0.4,4,0,-15,-3,4,2
COc1ccncc1-c1ccccc1C1=CC(=O)CC(C)(C)C1=O,9,12,-10,3,-0.1,-8,1,-16,-18,1,-8
O=C(Oc1ccc2ccc(=O)oc2c1)C1CCCCC1,-7,4,-10,3,-0.6,-5,3,5,13,-2,-12
Cn1c(SCC(=O)n2c3c(c4ccccc42)CCCC3)nnc1-c1ccccc1,5,-11,-15,21,2.5,4,3,1,-18,-6,9
CCN=C1SC(CC(=O)NC(C)c2ccccc2)C(=O)N1CC (stereo unspecified),-11,0,3,4,-0.5,9,-2,4,11,0,13
CC(=O)Nc1ccc(NS(=O)(=O)c2cc(-c3n[nH]c(=O)c4ccccc34)ccc2C)cc1,9,12,-11,-6,-2.1,0,5,5,-20,3,-7
CCCCn1c(=O)nc2n(-c3ccccc3C)c3ccccc3cc-2c1=O,-10,-7,9,7,0.7,11,-7,-20,-14,-5,25
COc1ccc(Cl)cc1C(=O)NNC(=O)COC(=O)c1cccs1,-7,-5,-3,-9,-3.4,-1,3,7,-3,-3,5
COc1cc(NC(=O)COC(=O)CC(NC(C)=O)c2ccccc2)cc(OC)c1 (stereo unspecified),-4,-13,8,4,-1.9,-5,1,-3,1,-1,5
COc1ccc(/C(CC2OC(=O)c3ccccc32)=N\NC(N)=O)cc1 (stereo unspecified),4,4,-14,1,-2.0,-6,65*,22,6,0,6
CC1=CC(C)(C)N(C(=O)c2ccc(F)cc2)c2cc3c(cc21)OCO3,-8,13,-4,6,2.4,-15,7,23,4,-11,-6
O=C(COC(=O)CCN1C(=O)C2CC=CCC2C1=O)NCCc1ccccc1 (stereo unspecified),-4,-17,-4,2,-2.0,-1,4,10,47,4,13
COC(=O)c1cc(OC)c(OC)cc1NC(=O)c1ccccc1C,11,-16,5,10,-1.0,4,6,1,7,1,1
CC1(C)OC2OC(COC(=O)c3ccccc3)C3OC(C)(C)OC3C2O1 (stereo unspecified),2,6,-12,9,0.5,-2,-5,-4,-14,5,-28
CC(=O)C1=C(O)CCC1=NCCc1ccccc1,-6,-34,-48,4,0.0,-2,-2,11,-19,8,-4
NNC(=O)c1cccc(COc2cccc(Br)c2)c1,5,-75,-29,1,0.8,0,-19,-47,-102,5,-41
CCOC(=O)N1CCN(C(=O)C[C@@H]2C[C@@]3(C(=O)OCC)CCCC=C3N(Cc3ccccc3)C2=O)CC1,-7,.,-2,.,.,.,.,24,1,-1,.
Cc1cccc(OCC(=O)Nc2ccccc2-c2ccccc2)c1,5,-3,-4,11,-0.7,3,6,7,-3,-5,-2
C=CCn1c(SCC(=O)Nc2cc(C)nn2-c2ccccc2)nnc1C1CCCCC1,-14,-2,5,5,1.8,3,1,-19,1,-4,1
COc1c(Cl)cc(Cl)cc1C(=O)Nc1ccc(NC(=O)c2cccs2)cc1,-17,-2,10,22,9.7*,3,5,-13,3,-7,8
COc1ccc(C(CNC(=O)C(=O)NC2CCCC2)N2CCN(C)CC2)cc1 (stereo unspecified),-8,-10,-1,3,-0.9,5,-5,-11,11,6,18
Nc1nc(Nc2ccccc2F)sc1C(=O)c1ccccc1,0,-74,-35,9,-2.5,-4,-36,-42,-134,-12,-118
COc1ccc2[nH]c3c(c2c1)CCN1C(=O)C(CC(=O)NCCC2=CCCCC2)C[C@H](C(=O)N2CCCCC2)[C@@]31C (stereo partly specified),-7,9,13,-2,-1.6,-6,-13,-33,6,0,11
Cc1cc(NC(=O)c2cccc([N+](=O)[O-])c2)no1,1,16,17,-5,-1.1,13,-1,-1,4,-7,11
CC(C)c1nnc(NC(=O)CC23CC4CC(CC(C4)C2)C3)s1,4,1,9,5,0.7,12,-40,14,27,0,10
Cc1ccc(NC(=O)CSc2ccccc2NC(=O)c2cccc(Cl)c2)cc1Cl,1,-6,-4,3,-1.4,-1,-21,-40,-7,-3,19
CCOC(=O)C1=C(C)N(C[C@@H]2CC[C@@H](Cc3ccc(-c4ccccc4)cc3)O2)C(=O)NC1c1ccc(Cl)cc1 (stereo partly specified),-1,-6,0,2,2.5,-1,-94,-6,-15,-8,-1
Cc1sc2nc(-c3cccnc3)nc(Cl)c2c1-c1ccccc1,0,-36,-13,-10,0.8,-2,-4,1,-15,4,-19
CC(=O)c1ccc(OCC(O)CNCc2ccc3c(c2)OCO3)cc1 (stereo unspecified),6,1,-6,3,-1.3,-1,-2,-26,-5,1,16
O=C(CSc1n[nH]c(=O)[nH]c1=O)Nc1c(Cl)cc(Cl)cc1Cl,-14,-2,0,5,0.3,-1,6,-17,4,-1,-4
CCOc1cc(NC(=O)CC(C)C)c(OCC)cc1NC(=O)CCn1nnc2ccccc21,-18,8,0,2,-0.4,-5,4,4,17,-3,8
O=C(Cn1[nH]c(=O)c2ccccc2c1=O)OCC(=O)c1ccccc1Cl,-2,-105,-6,9,-1.3,1,3,3,3,1,-16
CCC(=NNC(=O)c1ccc2c(c1)nc(C)n2CC)c1cc(F)ccc1O,2,7,-4,3,-0.9,11,3,-2,-79,-8,7
O=C(CCCOc1ccc(Cl)cc1)N1CCCCCC1,0,-27,-18,3,-1.6,-2,-13,-14,-29,-3,-9
CC(C)(C)S(=O)N1Cc2cc(CO)ccc2[C@@H]1CCO (stereo partly specified),3,-6,5,0,1.0,-6,-8,15,8,-2,1
CCOC(=O)c1c[nH]n(-c2ccc(C)cc2)c1=O,-13,-57,2,-1,1.8,0,5,-13,-7,-1,-1
Cc1cccc(-c2nnc(SCCOc3ccc4c(C)cc(=O)oc4c3)o2)c1,3,19,5,4,-1.4,-1,-4,6,-12,4,-63
CCOc1ccc(NC(=O)CCC(=O)NNC(=O)c2cccc([N+](=O)[O-])c2)cc1,-5,5,11,5,-1.1,0,1,-8,20,-3,-9
O=C(NC(=S)Nc1cc([N+](=O)[O-])ccc1O)c1cccnc1,-1,-5,-8,-6,-5.0,-4,-2,2,-25,-6,-5
CCC(C)(C)n1nnnc1CN1CCSCC1,3,-23,-3,-1,-0.4,-15,-7,8,35,5,9
CCOC(=O)N/N=C/c1ccc(N(CC)CC)cc1O,0,-36,-25,-21,-1.2,5,-14,-69,-55,0,-16
Cc1cc(NC(=O)CSc2nnc(-c3cccnc3)n2C)no1,-11,-16,-15,2,-1.4,2,-5,-17,11,5,-11
Cc1ccc(S(=O)(=O)Nc2ccccc2CNC2CCCCC2)cc1,-1,-8,3,2,-3.9,-8,-2,-11,-15,-8,7
COC(=O)CCCC1=CC2=C(c3ccccc3)C(=O)C(C)(OC(=O)C3CCCC3)C(=O)C2=CN1CC1CC1 (stereo unspecified),3,3,6,10,0.2,-5,9,-4,-1,-3,-7
Cc1ccc(NC(=O)CN(C)C(C)C(=O)Nc2ccc(S(=O)(=O)N3CCCC3)cc2)cc1 (stereo unspecified),14,5,4,12,1.4,0,7,-1,15,0,-12
O=C(Nc1ccc(Cl)cc1)C1CCCC1,2,-4,-22,1,-0.2,-5,-4,-9,-18,-4,4
CC1(C(=O)Nc2cccc3cccnc23)CCN1Cc1cccc2c1OCO2 (stereo unspecified),2,-8,27,4,0.8,.,.,-4,6,-1,-22

# Rewritten with two lines to a compound: entries from further up
# Each structure is followed by: NOD2 RIPK2 PPI	SRC1 inh	NR2F2 inh	MC4R antagonist	MC4R barr agon	TLR9-MyD88 block	EBV LMP1 NFkB	NCOA2 inhibitor	NR5A2 inv ag	ABHD5-PLIN5 inh	NCOA3 inh
> Cc1cc(NC(=O)CSc2nnc(-c3cccnc3)n2C)no1
 : -11	-16	-15	2	-1.4	2	-5	-17	11	5	-11
> Cc1ccc(S(=O)(=O)Nc2ccccc2CNC2CCCCC2)cc1
 : -1	-8	3	2	-3.9	-8	-2	-11	-15	-8	7
> COC(=O)CCCC1=CC2=C(c3ccccc3)C(=O)C(C)(OC(=O)C3CCCC3)C(=O)C2=CN1CC1CC1 (stereo unspecified)
 : 3	3	6	10	0.2	-5	9	-4	-1	-3	-7
> Cc1ccc(NC(=O)CN(C)C(C)C(=O)Nc2ccc(S(=O)(=O)N3CCCC3)cc2)cc1 (stereo unspecified)
 : 14	5	4	12	1.4	0	7	-1	15	0	-12
> O=C(Nc1ccc(Cl)cc1)C1CCCC1
 : 2	-4	-22	1	-0.2	-5	-4	-9	-18	-4	4

# Retrieved one by one from the entries so far (3):
SMILES,NOD2 RIPK2 PPI,SRC1 inh,NR2F2 inh,MC4R antagonist,MC4R barr agon,TLR9-MyD88 block,EBV LMP1 NFkB,NCOA2 inhibitor,NR5A2 inv ag,ABHD5-PLIN5 inh,NCOA3 inh
COC(=O)CCCC1=CC2=C(c3ccccc3)C(=O)C(C)(OC(=O)C3CCCC3)C(=O)C2=CN1CC1CC1 (stereo unspecified),3,3,6,10,0.2,-5,9,-4,-1,-3,-7
CCOC(=O)N/N=C/c1ccc(N(CC)CC)cc1O,0,-36,-25,-21,-1.2,5,-14,-69,-55,0,-16
Cc1ccc(S(=O)(=O)Nc2ccccc2CNC2CCCCC2)cc1,-1,-8,3,2,-3.9,-8,-2,-11,-15,-8,7

# Compound activity: PubChem BioAssay, several laboratories
